High-throughput results (PubChem BioAssay)
Dyrk1A ADPGlo: blocks rat Dyrk1A kinase activity; AID 504441; hit rate 0.43% among 310,000; ADP-Glo luminescence, NFATc1 peptide; inhibition, % at 12.5 µM; in the data active means inhibition above about 50%;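 further: plate controls were vehicle with enzyme for no effect and no enzyme for full effect; many of its hits are not listed in these tables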
HDAC3 inhib: inhibitors of human histone deacetylase 3; O15379; recombinant HDAC3, fluorogenic peptide/trypsin coupled, fluorescence; inhibition, % at 8.3 µM; hit rate 0.15% among 320,000; in the data active means inhibition above about 26%, passing the limit was not always enough
KCNK3 inh: human KCNK3 channel inhibition, primary screen; AID 602410; O14649; B-score at 10 µM; CHO-KCNK3 thallium flux, FluxOR fluorescence; stronger effect = lower value; hit rate 0.84% among 340,000;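 active means B-score under library mean minus 4 SD, starting fluorescence ratio at most library mean plus 5 SD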;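 further: more negative B-score means stronger inhibition of thallium flux through KCNK3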
KCNQ1 block: blocks the human KCNQ1 potassium channel; AID 2642; CHO-K1 KCNQ1, FluxOR thallium flux fluorescence; stronger effect = higher value; B-score at 10 µM; hit rate 1.3% among 310,000; P51787;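 active means compounds whose thallium flux B-score, printed positive for inhibition, exceeds three library SD while starting fluorescence stays within three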;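 further: channel opened by potassium depolarization with thallium stimulus after 20 min compound exposure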
ANO1 activ: activators or potentiators of mouse TMEM16A chloride channel; Q8BHY3; HEK293 TMEM16A/YFP-H148Q/I152L, iodide quench fluorescence; stronger effect = lower value; hit rate 0.3% among 340,000; B-score at 10 µM;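 active means fluorescence-ratio B-score plate-corrected deviation score at least 3 library SD below zero, with starting fluorescence score within 5 deviations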;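 further: channel opened by trigger with iodide after compound preincubation; score built on the fluorescence ratio of max minus min over baseline; more negative score means more quench and so TMEM16A activation or potentiation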
TMEM16A inh: inhibitors of mouse TMEM16A calcium-activated chloride channel; normalized B-score (activity score, 25-100; higher = stronger inhibition) at 10 µM; Q8BHY3; HEK293 TMEM16A/YFP iodide influx fluorescence, ionomycin; hit rate 1.2% among 310,000;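 active means ratio plate-corrected score three or more library SD toward inhibition, starting fluorescence score within five deviations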;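 further: score derived from kinetic fluorescence span divided by baseline fluorescence per well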
hERG rescue: hERG (human) protection from proarrhythmic block | AID 1511 | hit rate 0.51% among 310,000 | activation (rescue from dofetilide block), less the hit threshold, % at 10 µM | Q12809 | CHO-hERG, FluxOR thallium flux, dofetilide IC70 present;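 active means activation above the mean of controls blocked by dofetilide plus 5 SD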;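 further: thallium influx through hERG after potassium depolarization seen as dye fluorescence rise; in these data hits start at about 4.7%; inactives centre near -7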
TRPC4 act: TRPC4 (mouse) channel activation; Q9QUQ5; HEK293 TRPC4beta/mu-opioid, Fluo4 calcium fluorescence; stronger effect = higher value; B-score at 10 µM; hit rate 0.49% among 310,000; AID 2237;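 active means B-score above 5 SD of library B-scores, and initial fluorescence ratio not above library mean plus 5 SD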;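 further: positive B-score marks a calcium rise read as TRPC4 activation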
Target sequence (Q9QUQ5 whole entry, looked up): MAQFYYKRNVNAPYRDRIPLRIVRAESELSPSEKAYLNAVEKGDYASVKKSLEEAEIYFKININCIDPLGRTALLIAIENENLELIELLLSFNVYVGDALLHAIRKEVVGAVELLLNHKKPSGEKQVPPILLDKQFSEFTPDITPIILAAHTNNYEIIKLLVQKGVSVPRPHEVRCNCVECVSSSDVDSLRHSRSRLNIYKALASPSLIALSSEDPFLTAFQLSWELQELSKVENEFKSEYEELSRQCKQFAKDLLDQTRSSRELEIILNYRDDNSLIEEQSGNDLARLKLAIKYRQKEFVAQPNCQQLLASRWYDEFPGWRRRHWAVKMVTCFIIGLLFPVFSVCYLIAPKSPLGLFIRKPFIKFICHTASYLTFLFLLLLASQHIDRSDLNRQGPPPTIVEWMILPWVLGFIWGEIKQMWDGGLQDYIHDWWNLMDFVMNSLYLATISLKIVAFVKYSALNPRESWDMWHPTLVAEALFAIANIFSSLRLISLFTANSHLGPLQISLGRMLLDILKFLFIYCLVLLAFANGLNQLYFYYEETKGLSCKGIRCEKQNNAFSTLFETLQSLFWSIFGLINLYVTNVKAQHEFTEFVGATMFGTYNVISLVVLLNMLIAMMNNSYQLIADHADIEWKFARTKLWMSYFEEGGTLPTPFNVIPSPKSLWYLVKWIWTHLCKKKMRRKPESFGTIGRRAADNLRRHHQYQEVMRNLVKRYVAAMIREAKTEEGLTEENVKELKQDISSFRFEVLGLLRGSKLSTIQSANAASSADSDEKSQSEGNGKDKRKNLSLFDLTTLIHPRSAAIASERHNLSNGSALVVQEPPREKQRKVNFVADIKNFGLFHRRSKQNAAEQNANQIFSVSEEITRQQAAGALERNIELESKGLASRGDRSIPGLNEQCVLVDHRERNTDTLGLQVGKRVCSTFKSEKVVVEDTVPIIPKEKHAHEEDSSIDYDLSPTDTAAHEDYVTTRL
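Assay system: HEK293 stable line with TRPC4beta plus mu-opioid receptor; schedule: 45 min room-temperature Fluo4 loading, 110 s read; technique: kinetic Fluo4 calcium fluorescence; evaluation: integrated baseline-normalised fluorescence ratio, converted to per-well B score; controls: buffer (low) and maximal DAMGO (high)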
KCNQ1 pot: potentiates or activates the human KCNQ1 potassium channel; CHO-K1 KCNQ1, thallium flux FluxOR fluorescence; stronger effect = higher value; B-score at 10 µM; P51787; hit rate 0.35% among 310,000;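 active means fluorescence ratio B-score, a plate-corrected score, at least three library SD, with initial intensity B-score within 5 SD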
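assay system = KCNQ1-transfected CHO-K1 cells | medium = assay buffer with matched DMSO | probe or stimulus = depolarizing K+/Tl+ stimulus, K2SO4 and Tl2SO4 each 12.5 mM in 5x stock | dosing = single dose | incubation = dye 90 min, compound 20 min, room temperature | detection = kinetic FluxOR fluorescence, 10 s baseline plus 110 s post-stimulus | evaluation = ratio B score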
KCNK9 block: blocks the human KCNK9 two-pore domain potassium channel; Q9NPC2; HEK293 KCNK9, FluxOR thallium flux fluorescence; stronger effect = lower value; hit rate 1.2% among 310,000; B-score at 10 µM; AID 488922;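 active means ratio B-score over 3 SD below the library mean, with starting fluorescence within 5 SD of its mean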;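 further: negative B-score means less thallium flux so channel inhibition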
TRPC4 potent: TRPC4 (mouse) allosteric potentiation | HEK293 TRPC4beta/mu-opioid, DAMGO EC20, Fluo-4 Ca2+ flux; stronger effect = higher value | B-score at 10 µM | hit rate 0.42% among 310,000 | AID 2227;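 active means B-score of calcium response area above 5 SD of library B-scores, with initial fluorescence ratio within 5 SD of library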;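 further: B-score of integrated fluorescence ratio over time as area under calcium response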
* = called active by the depositor; i = inactive; nt = not tested or not shown.

SMILES | Dyrk1A ADPGlo | HDAC3 inhib | KCNK3 inh | KCNQ1 block | ANO1 activ | TMEM16A inh | hERG rescue | TRPC4 act | KCNQ1 pot | KCNK9 block | TRPC4 potent
COc1cc(O)c(C(CCN2CCCCC2)c2ccc3c(c2)OCO3)c(OC)c1 (configuration not stated) | -14 | 4 | i | i | i | i | -8 | i | i | i | i
N=c1n(CCO)c2ccccc2n1CCN1CCCCC1 | -1 | 3 | i | i | i | i | -5 | i | i | i | i
O=C(O)CCC(=O)N1CCc2cc(S(=O)(=O)NC3CCCc4ccccc43)ccc21 (configuration not stated) | -1 | -12 | i | i | i | i | -14 | i | i | i | i
COc1cccc(S(=O)(=O)Nc2cccnc2)c1 | 5 | 1 | i | i | i | i | -7 | i | i | i | i
COc1ccc(/C=C(/NC(=O)c2ccccc2)C(=O)N/N=C/c2ccncc2)cc1 | -2 | 6 | i | i | i | i | -7 | i | i | i | i
Cc1ccc(C)c(OCCn2cc(/C=C(\C#N)C(=O)NCC3CCCO3)c3ccccc32)c1 (configuration not stated) | 4 | 2 | i | i | i | i | -11 | i | i | i | i
COC(=O)c1ccccc1NC(=O)c1cncc(Br)c1 | 19 | 1 | i | i | i | i | -8 | i | i | i | i
CNC1=C(N(C(C)=O)c2ccc(Br)cc2)C(=O)c2ccccc2C1=O | 11 | -2 | i | i | i | i | -5 | i | i | i | i
Cc1nccnc1Sc1ccccc1 | 3 | -4 | i | i | i | i | -3 | i | i | i | i
O=C(CN1C(=O)S/C(=C\c2cccs2)C1=O)Nc1ccc(C(=O)O)c(O)c1 | -1 | 11 | i | i | i | i | 1 | i | i | i | i
CN(Cc1cccnc1)C(=O)c1cc(COc2ccc3ncccc3c2)on1 | 2 | 1 | i | i | i | 100* | -20 | i | i | i | i
Cc1ccc(CNC(=O)c2ccccc2NC(=O)CN2CCN(C)CC2)cc1 | 7 | 2 | i | i | i | i | -14 | i | i | i | i
Cc1ccc(N(C(=O)c2csnn2)C(C(=O)NC2CCCC2)c2cccnc2)c(C)c1 (configuration not stated) | 0 | 6 | i | i | i | i | -9 | i | i | i | i
COC(=O)c1ccc(C2/C(=C(\O)c3ccc4c(c3)OCCO4)C(=O)C(=O)N2CCCN(C)C)cc1 (configuration not stated) | 0 | -5 | i | i | i | i | -6 | i | i | i | i
Cc1cc(OCC(=O)N2CCc3ccccc3C2)c2c(-c3ccccc3)cc(=O)oc2c1 | 5 | -4 | -11* | i | nt | i | -3 | i | i | i | i
Cn1c(Sc2ccc(C(=O)O)cc2[N+](=O)[O-])nnc1-c1ccccc1 | 0 | -2 | i | i | i | i | -9 | i | i | i | i
Cc1cc(N2CCN(C)CC2)nc(=S)[nH]1 | -4 | -2 | i | i | i | i | -6 | i | i | i | i
O=C(COc1ccc(Br)cc1)NCCCNC(=O)c1ccncc1 | -1 | -9 | i | i | i | i | -8 | i | i | i | i
Cc1cc(C)n(-c2c(F)c(F)c(CN3CCOCC3)c(F)c2F)n1 | 7 | -4 | i | i | i | i | -7 | i | i | i | i
Nc1nn(-c2ccccc2Cl)cc1-c1nn[nH]n1 | -1 | 0 | i | i | i | i | -8 | i | i | i | i

Of the compounds above, two have an aryl thioether with sulfur outside any ring:
SMILES | Dyrk1A ADPGlo | HDAC3 inhib | KCNK3 inh | KCNQ1 block | ANO1 activ | TMEM16A inh | hERG rescue | TRPC4 act | KCNQ1 pot | KCNK9 block | TRPC4 potent
Cc1nccnc1Sc1ccccc1 | 3 | -4 | i | i | i | i | -3 | i | i | i | i
Cn1c(Sc2ccc(C(=O)O)cc2[N+](=O)[O-])nnc1-c1ccccc1 | 0 | -2 | i | i | i | i | -9 | i | i | i | i

Further compounds
SMILES | Dyrk1A ADPGlo | HDAC3 inhib | KCNK3 inh | KCNQ1 block | ANO1 activ | TMEM16A inh | hERG rescue | TRPC4 act | KCNQ1 pot | KCNK9 block | TRPC4 potent
COc1cc(OC)c(OC)cc1CCC(C)NCCC(c1ccccc1)c1ccccc1 (configuration not stated) | -1 | -7 | i | i | i | i | -21 | 87* | i | i | i
CS(=O)(=O)N1CCN(c2ccccc2NC(=S)NC(=O)c2ccco2)CC1 | -8 | 0 | i | i | i | i | -13 | i | i | i | i
COc1cc(/C=N/NC(N)=O)cc([N+](=O)[O-])c1O | 2 | 9 | i | i | i | i | -7 | i | i | i | i
CC(c1ccccc1)n1c(Cn2ncc3ccccc3c2=O)n[nH]c1=S (configuration not stated) | 4 | -3 | i | i | i | i | -7 | i | i | i | i
CCCN(CC1CC1)C(=O)CCc1nnc(C(OC)c2ccccc2)o1 (configuration not stated) | 3 | 2 | i | i | i | i | -20 | i | i | i | i
CC(C)C(=O)NC(=S)Nc1ccc(S(=O)(=O)N2CCN(C)CC2)cc1 | -4 | 10 | i | i | i | i | -6 | i | i | i | i
COc1ccc(OC(=O)COc2ccc(Cl)cc2)cc1 | 0 | -2 | i | i | i | i | -9 | i | i | i | i
O=[N+]([O-])c1ccc2[nH]c(O)c(N=Nc3ccc(F)cc3)c2c1 | 6 | -1 | i | i | i | i | 1 | i | i | i | i
COc1ccc(C(=O)Nc2ccccc2C(=O)NC(Cc2ccc(O)cc2)C(=O)NNC(=O)c2ccccc2Cl)cc1 (configuration not stated) | -9 | -7 | i | i | i | i | -15 | i | i | i | i
O=C(COc1ccc(Br)cc1Br)NC(=S)N1CCCc2ccccc21 | -1 | 4 | i | i | i | i | 6.8* | i | i | i | i
O=C(CCc1nc2ccccc2c(=O)[nH]1)Nc1ccc(Cl)c(Cl)c1 | 4 | -4 | i | i | i | i | -8 | i | i | i | i
Clc1ccc(C2=CSC3=NCCN23)cc1Cl | nt | 6 | i | i | i | i | -14 | i | i | i | i
CC(=O)C1=C(O)C(=O)N(c2ccc(O)cc2)C1c1cccc([N+](=O)[O-])c1 (configuration not stated) | 7 | 1 | i | i | i | i | -6 | i | i | i | i
CC(=O)NC1=NN(C(C)=O)C(C)(c2ccccn2)S1 (configuration not stated) | 4 | 2 | i | i | i | i | -4 | i | i | i | i
N#CCn1cnc2c(oc3ccccc32)c1=O | 7 | -8 | i | i | i | i | -6 | i | i | i | i
Cc1nnc2c3ccccc3c(-c3ccccc3)nn12 | 21 | -2 | i | i | i | i | -12 | i | i | i | i
Cc1nnc(NC(=O)CSc2nccn2C)s1 | -6 | -2 | i | i | i | i | -11 | i | i | i | i
Cc1ccc(-n2nnnc2-c2cccs2)cc1[N+](=O)[O-] | 2 | -7 | i | i | i | i | -13 | i | i | i | i
CCN1/C(=C/c2cc[n+](C)cc2)C=Cc2cc(C)ccc21 | -7 | 9 | i | nt | i | i | nt | nt | nt | nt | nt
O=C(OCc1nc2ccccc2s1)c1ccc(Br)s1 | -7 | 4 | i | i | i | i | -8 | i | i | i | i
CCCCCn1c(=O)[nH]c2cc(C(=O)N3CCN(c4ccccc4F)CC3)ccc2c1=O | 27 | -2 | i | i | i | i | -12 | i | i | i | i
COc1ccccc1CNC(=O)COc1ccc(S(=O)(=O)N2CCCC2)cc1 | 12 | -5 | i | i | i | i | -12 | i | i | i | i
COc1ccccc1CC(=O)NCc1nn(-c2ccccc2)nc1C | nt | 0 | i | i | i | i | -9 | i | i | i | i
CCCCN1C(=O)/C(=C2/Sc3ccc(Cl)cc3N2CC)SC1=S | nt | 2 | nt | i | nt | i | -3 | i | i | i | i
CC1(C)CC2CC(C)(CN2C(=O)NC(=O)c2ccccc2)C1 (configuration not stated) | 0 | nt | i | i | i | i | -2 | i | i | i | i
COc1ccc(NC(=O)C2CCN(C(=O)C3CC(=O)N(c4ccc(C)cc4)C3)CC2)cc1 (configuration not stated) | -11 | nt | i | i | i | nt | -6 | i | i | i | i
CCn1nc(C)cc1-c1n[nH]c(=S)n1N | 6 | 2 | i | i | i | i | -4 | i | i | i | i
Cc1ccc(NC(=O)COc2ccc(Br)cc2C)cc1 | nt | nt | i | i | i | i | -12 | i | i | i | i
COc1ccc(NC(=O)CN2C(=O)CSc3ccc(S(=O)(=O)N4CCCC4)cc32)cc1OC | nt | 1 | i | i | i | i | -8 | i | i | i | i
COc1cccc(Cn2cc(/C=N/NC(=O)c3cc(O)cc(O)c3)c3ccccc32)c1 | 15 | 3 | i | i | i | i | -6 | i | i | i | i
CC(OC(=O)C1=COCCO1)C(=O)NC(C)c1ccc(Cl)cc1Cl (configuration not stated) | 1 | 1 | i | i | i | i | -12 | i | i | i | i
CCCCC(=O)NC1=NC(=O)C(C)(C)S1 | -1 | -5 | i | i | i | i | -8 | i | i | i | i
COc1ccc(NC(=O)CN2CCN(CC(=O)Nc3ccc(F)cc3)CC2)cc1Cl | -1 | -1 | i | i | i | i | -10 | i | i | i | i
O=C(O)c1ccc(N2C(=O)CSC2=S)cc1 | -3 | 1 | i | i | i | i | -14 | i | i | i | i
Nc1c(C(=O)NCC2CCCO2)sc(=S)n1-c1ccccc1 (configuration not stated) | 6 | 3 | i | i | i | i | -7 | i | i | i | i
O=C1N(c2ccccc2)C(c2ccccc2)N2CCCN12 (configuration not stated) | -9 | 6 | i | i | i | i | -4 | i | i | i | i
C/C(=N\NC(=O)C1COc2ccccc2O1)c1ccccn1 (configuration not stated) | 2 | -2 | i | i | i | i | -5 | i | i | i | i
CCNC(=O)Nc1nc2ccccc2s1 | 18 | 6 | i | i | i | i | -2 | i | i | i | i
CC(=O)c1cc(-c2ccccc2)n(CCC(=O)NC(C)(C)C)c1C | 1 | 2 | i | i | i | i | -12 | i | i | i | i
CC(NC(=O)c1noc2c1CCCCC2)c1ccccc1 (configuration not stated) | 2 | 6 | i | i | i | i | -10 | i | i | i | i
O=C(NCc1ccc(Cl)cc1)C1CCC(=O)N(C2CCCCCC2)C1 (configuration not stated) | 1 | -4 | i | i | i | i | -6 | i | i | i | i
CCOCCCNC(=O)/C(C#N)=C/c1ccc(C)o1 | 4 | 3 | i | i | i | i | -5 | i | i | i | i
NS(=O)(=O)c1ccc(CCNC(=S)NC2CCCCC2)cc1 | 5 | 2 | i | i | i | i | -7 | i | i | i | i
Cc1cccn2c(=O)nc(SCC(=O)NCc3ccccc3)nc12 | -9 | -2 | i | i | i | i | -16 | i | i | i | i
COc1cccc(N2CCN(C(=O)c3ccc(=O)oc3)CC2C)c1 (configuration not stated) | 6 | 1 | i | i | i | i | -3 | i | i | i | i
O=C(Nc1ccc(N2CCOCC2)cc1)Nc1ccc(Cl)c(Cl)c1 | 4 | 0 | i | i | i | i | -11 | i | i | i | i

An excerpt; rates above refer to the full screens.
